Lipid storage S3: qHTS Assay for Lipid Storage Modulators in Drosophila S3 Cells. AID 2685, 2010. Potency in µM for hits, for the others lipid storage change, negative = inhibition, % at the top dose, mostly 46.1 µM. 0.64% of 320,000 active. Drosophila S3 cells, BODIPY lipid droplet fluorescence, 18-24 h; cells fed with added oleic acid; active means well fitted inhibition curve with a large enough effect in the signal ratio, with a control signal flat, not every such curve was filed as active; inconclusive means small, poorly fitted or top-dose-only effect, or effect the other way, or a change in a side signal; the % refers to the signal ratio
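Laser-scanning cytometry quantifies lipid droplet accumulation (500–530 nm total intensity; droplet/cell object ratio) in oleic acid-fed (400 uM added) Drosophila S3 cells treated with a concentration series. 20 uM Triacsin C defined 100% inhibition.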
Lipid storage S3 cell count max: further read-out of Lipid storage S3, marked with its call; cell number change, %; measured here: cell count max response;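 cells counted by Cell Tracker Red CMTPX staining in the red channel; peak over a dose series mostly up to 46.1 µM; percent activity relative to internal control wells on each plate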
The depositor's hits bear a star; i = inactive; u = inconclusive; x = not tested or not shown; [ ] = dose if it differs, or a comment. On the % scale 0 is the no-effect control and ±100 the full control effect; potency means the concentration at half of the fitted maximal effect. Not all compounds are listed. The share of hits here may be higher or lower than overall.

Order of results – Lipid storage S3, Lipid storage S3 cell count max
- CC(=O)C1=C(C)NC(SCc2cccc([N+](=O)[O-])c2)=C(C#N)C1c1ccco1 (configuration not stated)
  u, x
- COC(=O)c1ccc(N(CC(=O)NC2CCCCC2)C(=O)CNC(=O)c2ccco2)cc1
  i, 3
- CC1CCCC(C)N1C(=O)COC(=O)CCc1nc2ccccc2c(=O)[nH]1 (configuration not stated)
  u, x
- O=C1CC(SCCO)C(=O)N1c1ccc(Oc2ccccc2)cc1 (configuration not stated)
  u, x
- CN(C)C(=O)CNC(=O)CN1C(=O)NC2(CCCc3sccc32)C1=O (configuration not stated)
  u, x
- COc1ccc(NC(=O)c2cccc(S(=O)(=O)Nc3ccc(Br)cc3)c2)cn1
  u, x
- COC(=O)C1=CN(C2CC2)C=C(C(=O)OC)C1c1ccc(C(=O)OC)cc1
  u, x
- COc1ncccc1-c1nnn(-c2ccc(Cl)c(Cl)c2)n1
  u, x
- O=C(O)C1(c2ccccc2)CCN(S(=O)(=O)c2ccc(F)c(F)c2)CC1
  u, x
- Cn1c(=O)c2c(ncn2CC(=O)OCC(=O)Nc2cccc(Cl)c2)n(C)c1=O
  -6%, -13
- CCNS(=O)(=O)c1ccc(NC(=O)Nc2ccc3c(c2)OCO3)cc1
  u, x
- COc1cccc(C2=NOC(C(=O)NC3CCCCC3)C2)c1 (configuration not stated)
  -2%, -11
- Cc1cccc(N2C(=O)C3CC3C2=O)c1 (configuration not stated)
  u, x
- COc1ccc(-c2nc3ccccc3c(=O)n2NC(=O)c2cccnc2Cl)cc1OC
  12%, 9
- CC(=O)NCCOc1nc(N(C)C)nc(N(C)C)n1
  u, x
- CN(/N=C/c1ccc(C(C)(C)C)cc1)C1=NCCN1
  1%[9.22 µM], 14
- Cc1cccc(NC(=O)CN2CCc3cc4c(cc3C2)OCCCO4)c1
  u, x
- CC1CCCCC1NC(=O)NC(=O)COC(=O)c1cncc(Br)c1 (configuration not stated)
  u, x
- Cc1occc1-c1nnc(SCC(=O)N(C)CCC#N)n1N
  u, x
- N#Cc1cc(Cl)c(N2CCOCC2)cc1C#N
  i, 12
- CCOc1cc(CNn2nnnc2N)cc(Cl)c1OCC(=O)NC(C)(C)C
  u, x
- CN(C)c1ccc(NC(=O)CC(NCc2ccccn2)C(=O)O)cc1 (configuration not stated)
  u, x
- Cc1c(F)cccc1NS(=O)(=O)c1ccc2c(c1)NC(=O)CO2
  u, x
- NC(N)=NC(N)=Nc1ccc(O)cc1
  8%, 18
- CN(C)C(CNC(=O)c1ccc(NS(=O)(=O)c2ccc(F)c(F)c2)cc1)c1ccccc1 (configuration not stated)
  15%, 13
- O=C(Cn1ccc(NC(=O)OCc2ccccc2)nc1=O)NCc1ccc2c(c1)OCO2
  u, x
- COc1ccc(NC(=O)CN(C)C(=O)CN2C(=O)NC3(CCCCC3)C2=O)cc1
  u, x
- CCOC(=O)C1=C(C)N=C2SCCC(=O)N2C1c1ccc(OC)cc1 (configuration not stated)
  0%, -11
- Cc1ccc(C(=O)OCC(=O)N2C(C)CCCC2C)cc1S(=O)(=O)N1CCCCC1 (configuration not stated)
  u, x
- Cc1ccc(C(=O)COC(=O)c2cccs2)cc1
  -4%, -16
- Cc1cc(C)n(C(=O)CNC(=O)CCc2ccccc2)n1
  -6%, -23
- CCNC(=S)Nc1cccc([N+](=O)[O-])c1
  13%, 16
- CCN(CC)CCCNc1cc(C)nc2cc(-c3cccs3)nn12
  -1%, 3
- COc1ccc(Nc2nc(N)nc(CSC(=S)N3CCC(C)CC3)n2)cc1
  10%, 8
- Cc1ccc(S(=O)(=O)c2cc3c(=O)n4cccc(C)c4nc3n(CC3CCCO3)c2=N)cc1 (configuration not stated)
  18%, -1
- CN1CCC(N(C)C(=O)CCc2nc3ccccc3n2-c2ccccc2)CC1
  17%, 19
- Clc1ccc(OCc2cc(-c3ccccc3)no2)cc1Cl
  u, x
- Cc1ccccc1NS(=O)(=O)c1ccc2c(c1)NC(=O)CO2
  u, x
- CC(Oc1ccccc1)C(=O)Nc1ccc(F)c(S(=O)(=O)N2CCOCC2)c1 (configuration not stated)
  u, x
- CCSc1nc2c(c(-c3ccc(C)o3)c1C#N)CCCC2
  -2%, -11
- COc1ccc(CCN2CC(C(=O)NCCc3cccnc3)CCC2=O)cc1 (configuration not stated)
  i, 11
- O=S(=O)(c1ccccc1)c1ncc(C(F)(F)F)cc1O
  u, x
- Cc1cc(C)n2nc(SCC(=O)Nc3ccc(F)c(F)c3F)nc2n1
  28%, 9
- CC(C)=CCN1CCN(Cc2cnc(N3CCOCC3)s2)CC1CCO (configuration not stated)
  13µM*, -26*
- CCN(CC(=O)Nc1ccc(NC(C)=O)cc1)C(=O)c1ccccc1SCc1c(C)noc1C
  u, x
- CC1CCN(CCCn2c(=S)[nH]c3ccccc3c2=O)CC1
  29%, 13
- Cc1ccnc2nc(C(=O)NC3CCCc4ccccc43)nn12 (configuration not stated)
  9%, 24
- CCOC(=O)C1CCN(C(=O)COc2ccc(Cl)cc2C)CC1
  i, x
- CCC(C(=O)OCC(=O)Nc1ccc(OC)cc1OC)c1ccccc1 (configuration not stated)
  u, x
- CCOc1ccc(CN2CCN(Cc3c(C)nn(CC)c3C)CC2CCO)cc1 (configuration not stated)
  -3%, -7
- C/C(=N\NC(=O)c1ccccc1C)c1cccc([N+](=O)[O-])c1
  u, x
- Cc1ccc2nc(NC(=O)CSc3nc4c(c(=O)n3C)SC(C)C4)sc2c1 (configuration not stated)
  u, x
- CCOc1cccc(NC(=O)C2CC(=O)N(c3ccc(F)cc3)C2)c1 (configuration not stated)
  -2%, -3
- O=C(CSc1nc2ncccc2[nH]1)c1cccc([N+](=O)[O-])c1
  u, x
- O=C(NC(NNc1ccc([N+](=O)[O-])cc1)(C(F)(F)F)C(F)(F)F)c1ccccc1Cl
  u, x
- COc1ccc(S(=O)(=O)c2ccc(OCC3CO3)cc2)cc1 (configuration not stated)
  21%, -4
- CC(=O)N(c1ccccc1)c1nc(C)cc(C)c1C#N
  14%, 1
- CCOc1ccc(N(CC(=O)NN=C2CCN(C)CC2)S(=O)(=O)c2ccc(Br)cc2)cc1
  u, x
- CNC(=S)n1cnc(N)n1
  -1%, 11
- Cc1ccc(-c2c(C(=O)N3CCOCC3)oc(=O)c3ccccc23)cc1
  20%[9.22 µM], 12

Next part.
Order of results – Lipid storage S3, Lipid storage S3 cell count max
- CCOc1ncccc1C(=O)OCCCC(=O)c1ccc(Br)cc1
  2%, 3
- COC(=O)c1c(NC(=O)c2ccccc2F)sc(C(=O)N2CCOCC2)c1C
  -4%, 15
- COc1ccc(C(=O)Nc2cc(C)nn2-c2ccc(F)cc2)cc1
  u, x
- Cn1c(NN)nc2ccccc2c1=O
  -4%, -2
- CCOc1ccc(NCc2nnc(SCC(=O)Nc3cc(C)on3)n2-c2ccccc2OC)cc1
  u, x
- CC(C)n1c(-c2ccncc2)n[nH]c1=S
  4%, 1
- CCN(CC)CCn1c(SCC(=O)NCc2ccccc2)nc2c(sc3ccccc32)c1=O
  2%, 7
- CCn1c(/C=C/c2ccccc2)nc2ccccc2c1=O
  10%, -2
- Cc1cc(CNC(=O)c2cccnc2Cl)c2ccccc2n1
  3%, 2
- Cc1ccc(-c2nc(CN3CCN(c4cnccn4)CC3)c(C)o2)o1
  26%, 7
- COc1ccc(C(=O)NCCc2c[nH]c3ccccc23)cc1OC
  18%, -2
- O=C(CN1CCN(c2ncc(C(F)(F)F)cc2Cl)CC1)NCCNc1ncc(C(F)(F)F)cc1Cl
  u, x
- Cc1cc(C)n(C(=O)C(C(=O)c2ccccc2)C(C)C)n1 (configuration not stated)
  u, x
- Cc1cnc(-c2nnc(N(C)C(=O)C3CCCO3)s2)cn1 (configuration not stated)
  u, x
- Cc1ccc(CNC(=O)C2CCN(S(=O)(=O)N3CCOCC3)CC2)cc1
  7%, 3
- COc1cc(-c2noc(-c3cccs3)n2)cc(OC)c1OC
  -6%, -1
- CN(C)CCCNc1ncnc2scc(-c3ccccc3)c12
  u, x
- CCCc1cc(=O)oc2cc(C)cc(OCC(=O)NC(Cc3ccc(Cl)cc3)C(=O)O)c12 (configuration not stated)
  -8%, 4
- CCOC(=O)c1ccc(N2C(=O)C=C(N3CCOCC3)C2=O)cc1
  u, x
- COc1ccccc1N1CC(C(=O)Nc2cc(C(F)(F)F)ccc2N2CCCC2)CC1=O (configuration not stated)
  u, x
- O=c1cc(-c2ccco2)nc(-c2cccs2)o1
  u, x
- COC(=O)c1ccccc1NC(=O)Oc1ccc(C(C)C)cc1
  u, x
- CCOc1ccccc1NC(=O)CSc1ccc2nnc(-c3cccnc3)n2n1
  u, x
- CC(=O)Nc1cccc(N(C(=O)C2COc3ccccc3O2)C(C(=O)NC2CCCCC2)c2cn(C)nc2C)c1 (configuration not stated)
  -11%, 17
- Cc1ccccc1C(=O)Nc1c(C(=O)N(CCN(C)C)Cc2ccco2)oc2ccccc12
  u, x
- O=C1NCCCCC1NS(=O)(=O)c1cccc(C(F)(F)F)c1 (configuration not stated)
  u, x
- Cn1c(CC(=O)Nc2ccccc2)nnc1SCC(=O)c1ccccc1
  i, x
- COc1ccccc1CNCC(=O)Nc1ccccc1-n1cccc1
  27%[9.22 µM], 0
- CCOCCCNC(=O)C(NC(=O)c1ccc(=O)[nH]c1)c1ccccc1 (configuration not stated)
  u, x
- Cc1nc(-c2ccc(C(=O)O)cc2)cs1
  u, x

Of the compounds above, these have a CF3 group.
Order of results – Lipid storage S3, Lipid storage S3 cell count max
- O=S(=O)(c1ccccc1)c1ncc(C(F)(F)F)cc1O
  u, x
- O=C(NC(NNc1ccc([N+](=O)[O-])cc1)(C(F)(F)F)C(F)(F)F)c1ccccc1Cl
  u, x
- O=C(CN1CCN(c2ncc(C(F)(F)F)cc2Cl)CC1)NCCNc1ncc(C(F)(F)F)cc1Cl
  u, x
- COc1ccccc1N1CC(C(=O)Nc2cc(C(F)(F)F)ccc2N2CCCC2)CC1=O (configuration not stated)
  u, x
- O=C1NCCCCC1NS(=O)(=O)c1cccc(C(F)(F)F)c1 (configuration not stated)
  u, x

Looked up one by one from above, 3 records:
Order of results – Lipid storage S3, Lipid storage S3 cell count max
- CCOC(=O)c1ccc(N2C(=O)C=C(N3CCOCC3)C2=O)cc1
  u, x
- O=c1cc(-c2ccco2)nc(-c2cccs2)o1
  u, x
- CCOc1ccccc1NC(=O)CSc1ccc2nnc(-c3cccnc3)n2n1
  u, x

Remaining list, next part
Order of results – Lipid storage S3, Lipid storage S3 cell count max
- COc1ccc(NC(=S)N2CCCC2c2ccc(OC)c(OC)c2)cc1 (configuration not stated)
  -1%, x
- CCOc1cccc(CN2CCN(CCc3ccccc3)C(CCO)C2)c1O (configuration not stated)
  3%, 5
- O=S1(=O)CC(O)C(NCCO)C1 (configuration not stated)
  11%, -19
- Cc1nnc(N2CCC(C(=O)N3CCCCCC3)CC2)c2nn(-c3ccc(Cl)cc3)c(C)c12
  u, x
- CSc1cccc(NC(=O)CN(Cc2ccc(Cl)cc2)S(C)(=O)=O)c1
  u, x
- COc1ccc(CN2C(=O)c3cccnc3C2=O)cc1S(=O)(=O)N1CC(C)CC(C)C1 (configuration not stated)
  u, x
- COc1ccc(CCn2c(C)cc(C(=O)CN3C(=O)C(=O)N(C4CCCC4)C3=O)c2C)cc1OC
  u, x
- CCOc1cccc(/C=C/C(=O)O)c1
  u, x
- CCN1CCN(Cc2nc3c(c(=O)n(C)c(=O)n3C)n2Cc2cccc3ccccc23)CC1
  u, x
- O=C(c1ccc(S(=O)(=O)N2CCCCCC2)cc1)N1CCC(CN2C(=O)c3cccc4cccc(c34)C2=O)CC1
  4%, -8
- COc1ccc(C(=O)NC(=O)Nc2cc(C)ccn2)cc1
  u, x
- Cc1no[n+]([O-])c1COc1ccccc1/C=C1\NC(=S)NC1=O
  u, x
- COc1ccccc1NC(=O)Cc1nc(CCl)cs1
  u, x
- Cc1ccc(C2=NC3(CCCC3)NC2=S)cc1
  7%[9.22 µM], 8
- Clc1cccc(/C(Cc2nc3ccccc3[nH]2)=N\Nc2ccccc2)c1
  u, x
- CCN(Cc1ccccc1)C(=S)NC(=O)c1ccccc1Br
  u, x
- COc1ccc2[nH]c3c(c2c1)CC(C)NC3=O (configuration not stated)
  4%, -6
- NS(=O)(=O)c1ccc(CNC(=O)C(Cc2ccccc2)NS(=O)(=O)c2ccccc2F)cc1 (configuration not stated)
  5%, 5
- COc1ccc(S(=O)(=O)c2c(O)c3ccc(C(=O)Nc4ccc(F)cc4)cc3[nH]c2=O)cc1
  i, -7
- Cc1cc(-c2cc(C(=O)NCc3ccccc3)on2)nc(NCC2CC2)n1
  -5%, 14
- CC(=O)c1cccc(NC(=S)NC(=O)c2cncc(Br)c2)c1
  u, x
- O=[N+]([O-])c1cc(/C=N/n2cnnc2)ccc1N1CCCC1
  -6%, -7
- O=C(NC(=S)NCCc1ccccc1)c1cccc(Cl)c1
  26%, 4
- COc1ccc(NC(=O)CC2C(=O)N(c3ccc(OC)cc3)C(=O)N2Cc2ccc(OC)c(OC)c2)cc1 (configuration not stated)
  u, x
- CC(=O)c1sc(N/N=C\c2ccc(Br)cc2)nc1C
  -19%, 6
- CCOC(=O)/C(C(=O)Nc1ccccc1Br)=C1/NC(C)(C)Cc2ccccc21
  u, x
- CCc1ccc(NC(=O)C2CCN(c3ncnc4c3nc3n4CCCCC3)CC2)cc1
  8%, 15

Assay outcomes deposited in PubChem by National Center for Advancing Translational Sciences (NCATS).
